MITF inh: MITF inhibitors, primary screen, biochemical, AlphaScreen, human; Microphthalmia-associated transcription factor (Homo sapiens), O75030; AlphaScreen MITF homodimerization, bead proximity signal; inhibition, % at 2.6 µM; AID 1259374, 2018; 0.91% of 650,000 active; in the data active = inhibition above about 50%;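 note: 0% = vehicle wells with protein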
Target sequence (O75030 whole entry, looked up): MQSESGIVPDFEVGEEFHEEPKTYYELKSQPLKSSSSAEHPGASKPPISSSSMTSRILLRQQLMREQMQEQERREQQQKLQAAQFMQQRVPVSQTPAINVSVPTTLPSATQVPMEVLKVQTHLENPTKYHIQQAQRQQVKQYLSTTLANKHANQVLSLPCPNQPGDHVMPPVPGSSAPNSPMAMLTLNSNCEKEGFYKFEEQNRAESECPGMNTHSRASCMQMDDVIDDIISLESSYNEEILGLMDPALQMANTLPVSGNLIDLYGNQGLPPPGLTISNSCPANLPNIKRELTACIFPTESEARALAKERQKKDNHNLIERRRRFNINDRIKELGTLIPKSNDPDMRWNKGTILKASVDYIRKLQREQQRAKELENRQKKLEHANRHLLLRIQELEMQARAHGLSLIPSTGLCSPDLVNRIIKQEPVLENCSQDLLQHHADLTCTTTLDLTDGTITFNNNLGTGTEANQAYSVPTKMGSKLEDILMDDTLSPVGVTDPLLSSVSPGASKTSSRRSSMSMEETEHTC
GPR151 ag: activators of human GPR151, primary screen, cell-based, PathHunter beta-arrestin, luminescence. G-protein coupled receptor 151 (Homo sapiens), Q8TDV0. activation, % at 11.2 µM. PathHunter beta-arrestin GPR151 cells. 1% of 650,000 active; in the data active = activation above about 4.9%;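 note: 0% = median of compound wells and 100% = cells with positive control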
Target sequence (Q8TDV0 whole entry, looked up): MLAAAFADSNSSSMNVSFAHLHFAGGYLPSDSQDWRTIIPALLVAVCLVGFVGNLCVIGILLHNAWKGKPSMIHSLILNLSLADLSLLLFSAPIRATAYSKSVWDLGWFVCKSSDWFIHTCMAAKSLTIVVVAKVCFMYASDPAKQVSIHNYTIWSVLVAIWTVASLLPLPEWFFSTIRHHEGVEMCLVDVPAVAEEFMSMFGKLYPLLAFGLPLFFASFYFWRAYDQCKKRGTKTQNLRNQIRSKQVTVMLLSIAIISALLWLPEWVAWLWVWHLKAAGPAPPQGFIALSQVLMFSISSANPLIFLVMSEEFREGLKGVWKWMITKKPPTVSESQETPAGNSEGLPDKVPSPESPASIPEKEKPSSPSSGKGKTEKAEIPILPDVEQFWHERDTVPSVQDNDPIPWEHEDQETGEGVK
TEAD-YAP block: TEAD-YAP interaction inhibition, primary screen, TEAD-YAP interaction inhibitor project, luminescence, HEK-TIYL cells; inhibition, % at 9.12 µM; 1.4% of 640,000 active; TEAD-Gal4/YAP UAS-luciferase luminescence; in the data active = inhibition above about 32%;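 note: 0% = median of test compound wells and 100% = reference inhibitor wells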
FBW7 act: FBW7 E3 ligase activators, primary screen, biochemical, AlphaScreen, human. normalized activity (activation), % at 26.1 µM. AID 1259310, 2017. 0.13% of 650,000 active. AlphaScreen FBW7–phospho-cyclin E peptide binding, activator screen; in the data active = normalized activity above about 1.9%;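 note: purified mutant Fbw7 with reduced substrate affinity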
* hit, by the source's call; x = no result given.

SMILES	MITF inh	GPR151 ag	TEAD-YAP block	FBW7 act
CC1(C)CC(=O)C(C2=NC3(CCCC3)Cc3ccccc32)=C(O)C1	-5	1.0	-2	-0.1
CC(C)CNC1=CC(=O)CC(c2ccco2)C1 (stereo not drawn)	1	0.3	-5	-0.2
CCn1c(C(=O)O)c(CNC2CCCCCCC2)c2ccc(OC)cc21	10	-2.2	-3	-0.1
Cc1c(C(=O)Nc2cccc(C(F)(F)F)c2)sc2ncn(CC(=O)N3CCCC(C)C3)c(=O)c12 (stereo not drawn)	23	-1.5	0	-0.1
CCCCCOc1ccc(OC(=O)c2cccs2)cc1	7	-0.7	-6	0.0
COc1cccc(OC)c1OCC(O)CN1CC(C)OC(C)C1 (stereo not drawn)	1	0.9	-6	0.8
CCN(Cc1nc2ccccc2c(=O)[nH]1)Cc1cc(=O)oc2cc(OC)ccc12	15	1.3	6	0.2
COc1ccc(-n2nc3c(c2NC(=O)/C=C\c2cc(OC)c(OC)c(OC)c2)CSC3)cc1	-10	-1.5	-2	0.0
COC(=O)c1ccccc1NC(=O)CC1Oc2ccc(C)cc2NC1=O (stereo not drawn)	2	-0.5	21	0.1
c1ccc(-c2nc3nc(-c4cccs4)cn3nc2-c2ccccc2)cc1	-12	-0.1	-29	1.2
CC(C)C(C)NC(=O)COC(=O)c1ccc2c(c1Cl)C(=O)c1ccccc1C2=O (stereo not drawn)	12	1.1	9	0.1
C=CCNC(=S)N/N=C/c1sc(N2CCOCC2)nc1-c1ccccc1	9	-1.7	-8	0.2
CCOC(=O)c1[nH]c(C)c(C(=O)NC2CCN(Cc3ccccc3)CC2)c1C	7	-0.7	2	0.8
c1ccc(N(c2ccc(N3CCOCC3)cc2)c2cc(-c3ncn(-c4ccccc4)n3)ccn2)cc1	6	-0.4	1	-0.1
Oc1ccccc1/C=N\Nc1nc(-c2ccccc2)cs1	-8	-0.3	-42	-0.2
COc1ccc(NC(=O)c2sc3ncn(Cc4cccc(F)c4)c(=O)c3c2C)c(OC)c1	7	-0.6	-8	0.2
Cc1cc(C)c(NC(=O)Cn2c(=O)n(Cc3cccnc3)c(=O)c3ncccc32)c(C)c1	0	-0.6	0	-0.1
COc1ccccc1/C=C(\NC(=O)c1ccc(OC)c(OC)c1)C(=O)Nc1cc(Cl)ccc1Cl	-3	-0.9	2	-0.2
COc1ccc(OC)c2c1sc(=NC(=O)CN1C(=O)c3ccccc3C1=O)n2C	17	-2.0	0	0.1
CCOC(=O)C1(C)C(=O)OC(c2ccc(Br)cc2)C(C)(C)C1=O (stereo not drawn)	4	0.9	5	0.0
Cc1ccnn1CCC(=O)N[C@@H](C)Cn1nnc2ccccc21	13	0.4	-2	0.0
COc1ccc(N2C(=O)C(CC(=O)Nc3ccccc3)N(Cc3ccccn3)C2=S)cc1 (stereo not drawn)	-24	0.8	27	0.2
CN(C)c1ccc(NC(=O)c2ccc(C(=O)c3ccccc3)o2)cc1	39	0.6	-38	-0.1
COc1cccc(CC2(O)C(=O)Nc3ccc(Br)cc32)c1 (stereo not drawn)	-10	-0.3	12	-0.1
CCOC(=O)COc1ccc(/C=N/NC(=O)Cn2nnnc2N)cc1OC	6	0.1	4	0.7
CCN(CC)C(=O)c1sc2ncn(CC(=O)Nc3cccc(C(F)(F)F)c3)c(=O)c2c1C	-8	-1.7	-6	0.0
CC(=O)c1cccc(N(C(=O)c2csnn2)C(C(=O)NC(C)(C)C)c2ccccc2)c1 (stereo not drawn)	14	-0.1	6	0.1
CCOCCCNC(=S)N1CCCN(c2nc3cc(C)c(C)cc3cc2C#N)CC1	-7	0.0	-6	-0.1
O=C1c2ccccc2C(=O)N1N1C(=O)c2ccc(Oc3ccc([N+](=O)[O-])cc3)cc2C1=O	1	0.1	-11	-0.2
O=C(/C=C/c1ccccc1)N1CCCC(C(F)(F)F)C1 (stereo not drawn)	12	0.0	-28	0.2

Compound profiles, from the list above. Order of screens: MITF inh | GPR151 ag | TEAD-YAP block | FBW7 act
CCOCCCNC(=S)N1CCCN(c2nc3cc(C)c(C)cc3cc2C#N)CC1 in the list: -7 | 0.0 | -6 | -0.1
C=CCNC(=S)N/N=C/c1sc(N2CCOCC2)nc1-c1ccccc1 in the list: 9 | -1.7 | -8 | 0.2
CN(C)c1ccc(NC(=O)c2ccc(C(=O)c3ccccc3)o2)cc1 in the list: 39 | 0.6 | -38 | -0.1

Going on with the list.
SMILES	MITF inh	GPR151 ag	TEAD-YAP block	FBW7 act
COc1ccccc1-c1[nH]ncc1CNC1CCCCC1	1	0.2	4	-0.4
CCCCC/C(C)=N/NC(=O)CNC(=O)c1ccc(Cl)cc1	1	1.5	14	0.0
COc1ccc(NC(=O)CCN2CCN(S(=O)(=O)c3ccc(C(C)C)cc3)CC2)cc1	3	-0.3	-2	-0.3
CC/C=C\C[C@@H](O)[C@@H](O)C/C=C\C/C=C\C/C=C\CCCC(=O)O	1	-3.2	x	x
COc1ccc(-c2nnc(SCc3csc(N)n3)n2C)cc1	-15	0.0	-1	-0.1
CCOC(=O)c1c(C(F)(F)F)nc2n1CCN(C(=O)c1ccn[nH]1)C2	2	0.3	-9	-0.1
O=C(NC(=S)Nc1cccnc1)c1ccc(Cl)cc1	-2	0.2	-48	-0.1
Cc1nc(NC(=O)c2csc3ccccc23)sc1C	-8	-0.3	-46	-0.3
O=C(NCCc1nc2ccccc2[nH]1)C1COc2ccccc2O1 (stereo not drawn)	-3	1.8	0	-0.1
O=C(NCCCN1CCCC1=O)c1ccc2c(=O)n(CC3CCCO3)c(=S)[nH]c2c1 (stereo not drawn)	-10	2.0	1	0.2
Clc1cccc(C2C=C(c3ccc(I)cc3)Nc3nnnn32)c1 (stereo not drawn)	8	-0.8	5	-0.1
COc1cccc(N(CC(=O)N2CCN(C)CC2)S(=O)(=O)c2ccc(C)cc2)c1	6	-0.3	-5	-0.1
CCCS(=O)(=O)N1CCN(Cc2ccccc2)CC1	50	0.8	-13	0.1
Cc1sc2ncn(CC(=O)NCCCC(=O)NCCN(C)C)c(=O)c2c1C	-4	-0.3	-4	0.0
O=C(Nc1ccc2oc(-c3cc(Br)ccc3Cl)nc2c1)c1ccccc1F	1	2.0	6	-0.1
COc1cccc(C(=O)N(Cc2nc(-c3cccc(C)c3)no2)C(C)C)c1OC	13	1.6	-15	0.0
CCOC(=O)c1ccc(-n2c(C)c(C)n3c4c(=O)n(CC(N)=O)c(=O)n(C)c4nc23)cc1	-13	-0.8	0	-0.1
O=C(N=C1N=C2C=CC(Cl)=CN2Cc2ccccc21)c1ccccc1Cl	-1	-6.0	-51	-0.2
CCOc1ccc(OC(=O)Cn2c3ccccc3c(=O)c3ccccc32)cc1	6	-0.7	-9	1.5
COc1ccc(/C=C2\SC(=O)N(CC(=O)Nc3ccc(O)cc3)C2=O)cc1OC	5	1.0	1	-0.1
CC(C)(C)C(=O)Nc1ccccc1C(=O)Nc1ccccn1	-10	0.9	12	-0.2
COc1ccc(NC(=O)CCSCCc2ccccn2)cc1Cl	20	-0.6	0	0.7
COc1cccc(/C=N\NC(=O)c2n[nH]c3c2CCCC3)c1OC	-15	-0.9	-21	0.8
CN1C[C@@H]2C[C@@H](c3ccc(C#CCCO)cc3)N3CCC[C@@]23C1=O	8	-1.6	-7	0.0
Cc1ccc(Cl)cc1NC(=O)COc1ccc([N+](=O)[O-])cc1	7	0.8	-14	-0.9
CCOC(=O)c1oc2cc(O)c(CC)cc2c(=O)c1-c1cscn1	18	-0.6	-11	0.1
CC(=O)c1c(C)oc2ccc(NS(=O)(=O)c3ccc(Cl)cc3)cc12	-13	0.4	-7	0.0
COC(CNc1cc(-c2ccccc2F)nc(-c2ccncc2)n1)OC	5	3.1	3	-0.1
Cc1c(NS(=O)(=O)c2ccc3ccccc3c2)cccc1[N+](=O)[O-]	2	0.8	0	0.0
N#CC1=C2SCN(Cc3ccco3)CN2C(=O)CC1c1cccc([N+](=O)[O-])c1 (stereo not drawn)	0	0.4	-6	-0.1

Limited to MITF inh and FBW7 act, for some of the entries so far:
molecule	MITF inh	FBW7 act
COc1ccc(-c2nnc(SCc3csc(N)n3)n2C)cc1	-15	-0.1
CCOC(=O)c1c(C(F)(F)F)nc2n1CCN(C(=O)c1ccn[nH]1)C2	2	-0.1
O=C(NC(=S)Nc1cccnc1)c1ccc(Cl)cc1	-2	-0.1

Reprinted from the results shown (five entries):
SMILES	MITF inh	GPR151 ag	TEAD-YAP block	FBW7 act
CCOC(=O)c1oc2cc(O)c(CC)cc2c(=O)c1-c1cscn1	18	-0.6	-11	0.1
CC(=O)c1c(C)oc2ccc(NS(=O)(=O)c3ccc(Cl)cc3)cc12	-13	0.4	-7	0.0
COC(CNc1cc(-c2ccccc2F)nc(-c2ccncc2)n1)OC	5	3.1	3	-0.1
Cc1c(NS(=O)(=O)c2ccc3ccccc3c2)cccc1[N+](=O)[O-]	2	0.8	0	0.0
N#CC1=C2SCN(Cc3ccco3)CN2C(=O)CC1c1cccc([N+](=O)[O-])c1 (stereo not drawn)	0	0.4	-6	-0.1

Next compounds
SMILES	MITF inh	GPR151 ag	TEAD-YAP block	FBW7 act
Cc1nc2sc(C(c3ccc([N+](=O)[O-])cc3)N3CCC(C)CC3)c(O)n2n1 (stereo not drawn)	9	-0.4	0	0.0
Cc1nc2sc(C(=O)c3ccccc3)c(N)c2c(C)c1CC(=O)c1ccc(Br)cc1	16	-1.3	1	0.0
Cn1c(CNC(=O)COc2ccccc2)nnc1SCC(=O)N1N=C(c2cccs2)CC1c1ccc(F)cc1 (stereo not drawn)	0	1.5	10	0.0
Cc1ccccc1NCc1cccc([N+](=O)[O-])c1	11	0.0	5	0.1
O=C(c1ccc(N2CCCCCC2)c([N+](=O)[O-])c1)N1CCCC1	10	-1.3	-17	-0.2
CCCCc1ccc(NC2=NS(=O)(=O)c3cc([N+](=O)[O-])ccc32)cc1	4	0.5	4	0.0
O=C(Nc1ccc(Cl)cn1)c1cc([N+](=O)[O-])ccc1Br	9	-0.8	1	-0.1
O=[N+]([O-])c1cc2c(cc1CN1CCC3(C=Cc4ccccc43)CC1)OCO2	6	-0.7	-13	0.0
CC1=C(C)/C(=N\S(=O)(=O)c2ccc(C)cc2)C=C(N(C)C)C1=O	84*	0.5	4	-0.2
COc1ccccc1-n1nc(C(=O)N2CCC(Cc3ccccc3)CC2)c2ccccc2c1=O	6	-1.3	4	-0.1
C=CCNC(=O)c1nn2cccnc2c1Cl	-12	5.3*	-14	0.1
COc1ccc(OC)c(CCNCc2c(C(=O)O)c(C)n(Cc3ccccc3)c2C)c1	25	-0.7	6	-0.1
O=C(/C=C/c1cccs1)NC(=S)NNC(=O)Cc1cccs1	9	-0.2	-16	-1.2
CC1=NN(C(N)=S)C(=O)C1N=Nc1ccccc1 (stereo not drawn)	19	-2.1	0	1.3
Cc1cc(Oc2ccc(=O)n(-c3ccccc3)n2)nc(Cl)n1	18	0.1	9	0.0
CCSc1sc(CC)cc1CN1C(=O)c2ccccc2C1=O	-4	-0.5	-13	-0.1
CCOC(=O)c1c(NC(=O)CCC2CCCCC2)sc(C(N)=O)c1C	15	-0.3	12	0.0
Cn1c(=NC(=O)c2coc3ccccc3c2=O)sc2cc(S(C)(=O)=O)ccc21	-1	-0.4	-4	0.1
COc1ccc(-c2cc3cc(Br)ccc3oc2=O)cc1	5	-0.3	-7	1.1
COC(=O)c1ccccc1NC(=O)N1CCCC(N2CCOCC2)C1 (stereo not drawn)	4	1.0	-1	0.0
CCOc1ccccc1CNC(=O)C1CCN(C(=O)c2sccc2-n2cccc2)CC1	-2	0.4	5	0.0
O=C(COc1cccc(C(F)(F)F)c1)NNC(=O)c1ccc([N+](=O)[O-])o1	-5	0.6	11	-0.2
CCc1ccc(Oc2coc3cc(OC(=O)C(C)C)ccc3c2=O)cc1	10	-0.1	-1	0.1
CC1CCCC(C)N1C(=O)CN1CCC(c2nc3ccccc3s2)CC1 (stereo not drawn)	3	-0.8	7	-0.2
CCOC(=O)C1=C(C)N(CCO)C(=O)NC1c1ccc(OC)cc1 (stereo not drawn)	-1	-1.0	2	-0.1
COc1ccc(N(CC(=O)NC(C)c2ccccc2)S(=O)(=O)c2ccc(OC)c(OC)c2)cc1 (stereo not drawn)	-11	0.1	8	-0.4
OCCN(Cc1ccccc1)CC(O)COc1ccc(Br)cc1 (stereo not drawn)	-7	-0.4	0	0.0
C[C@@H](Cn1nnc2ccccc21)NC(=O)C1CC1	-12	-1.2	3	0.0
CCOc1ccccc1CN1CCN(c2ccccn2)CC1	37	-1.2	-6	0.1
O=C(/C=C\c1ccc2c(c1)OCO2)Nc1nnc(SCC(=O)Nc2ccccc2)s1	15	-0.1	-24	0.2
Cc1ccc(-c2[nH]ncc2CN(C)Cc2nc(-c3cccnc3)no2)cc1C	15	0.3	2	0.4
Cc1ccc(-c2nnc3ccc(SCC(=O)NC4CCCC4)nn23)cc1	10	-0.5	0	0.2
CCN1C(=O)C2C3c4ccccc4C(C(=O)O)(c4ccccc43)C2C1=O (stereo not drawn)	10	-0.9	12	0.0
Nc1nc2ccccc2n1CCc1ccccc1	7	-0.2	8	-0.3
Oc1ccc(CCNc2nc(Nc3ccncn3)nc3c2ncn3Cc2ccc(C(F)(F)F)cc2)cc1	-1	2.0	-5	0.0
O=C(Nc1nc(-c2ccc(F)cc2)cs1)c1cccnc1	-4	3.6	-7	0.3
C=CCn1c(SCc2csc(C)n2)nc2sc3c(c2c1=O)CCC3	9	1.2	-7	-0.1

Compound activity from PubChem.
